Pf apPOL inh = Pf-apPOL DNA polymerase inhibition. inhibition, % at 10 µM. 210,000 compounds, 0.25% hits. Recombinant Pf-apPOL, molecular beacon fluorescence, 1.5 h. AID 1794808
mHTT CaM bind = mHTT-calmodulin interaction abrogation | P42858 | inhibition, % at 15 µM | AlphaScreen His-mHTT/GST-CaM binding, luminescence | 190,000 compounds, 3.6% hits;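 also: 0% = both proteins with DMSO and 100% = one protein alone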
* hit, by the source's call; . = no result given; & = joins results of further samples. Rule as the data show it: active = inhibition above about 50%; inactive = the rest. Only part of the results is shown; the hit share may differ from the screen's.

SMILES	Pf apPOL inh	mHTT CaM bind
O=[N+]([O-])c1ccc(N2CCCC(O)C2)c2ncccc12 (stereo not given)	1	6
CCOc1cccc(CN2CCN(c3ccccc3)CC2)c1O	-6	2
O=C(O)COc1ccc(Cl)cc1	-3	-4
Cc1cccc(CN2CCN(c3ccccc3)CC2)c1	2	0
COc1ccc2c(c1)C1(CCN(C(=O)NCc3ccccc3)C1)C(=O)N2 (stereo not given)	-2	-4
O=C(NCCCc1ccccc1)C(Cl)(Cl)Cl	-10	-15
CC(=O)C1=C(C)OC(N)=C(C#N)C12C(=O)Nc1ccccc12 (stereo not given)	-10	-7
O=C(O)CC(O)C(Cl)(Cl)Cl (stereo not given)	1	-6
COc1cc(OC)cc(C(=O)N2CCC3(C2)C(=O)N(C)c2ccc(OC)cc23)c1 (stereo not given)	-1	16
COc1ccc(CN2CCN(c3ccccc3)CC2)c(OC)c1C	5	5
COc1ccc(CN2CCN(c3ccccc3F)CC2)c(OC)c1	-4	-5
COc1ccc(NC(=O)C2c3cc(OC)c(OC)cc3C(=O)N3CCCCC23)cc1OC (stereo not given)	-5	4
Brc1cccc(CN2CCN(Cc3ccc4c(c3)OCO4)CC2)c1	-2	4
Cc1cc(C=O)c(C)n1C(C)C	.	3
CNC(=O)ON=Cc1[nH]ncc1Br	0&-14	.
CN1CC(CNC(=O)OCc2ccccc2)CC2c3cccc4c3c(cn4C)CC21 (stereo not given)	-16	.
COC(=O)c1ccc2[se]c(CC3CCCCC3)c(I)c2c1	0	-14
COc1cc(CNCCc2cccc(Cl)c2)c([N+](=O)[O-])cc1OC	-1	57*
COc1cccc(CC(=O)N2CCN(Cc3noc4ccccc34)CC2)c1	-4	7
CN(C)C(=O)ON=C(N)c1ccc(C2SCCS2)cc1	-2	.
COc1ccc2[nH]cc(CCNCCSS(=O)(=O)O)c2c1	-1	0
NCCCP(=O)(O)O	6	.
Nc1c2c(nc3sc4c(c13)CCCC4)CCCC2	-3	13
Cc1n[nH]c([N+](=O)[O-])c1[N+](=O)[O-]	.	-11
CN(C)c1cc[n+](OC(=O)N2CCCCC2)cc1	-21	-3
New compounds follow:
SMILES	Pf apPOL inh	mHTT CaM bind
CC(=O)c1ccc(OC(=O)N(C)C)cc1	-16	-7
O=[N+]([O-])c1cc(F)c(N2CCCC2)cc1Br	-4	16
CC(C)N1CCN(c2nc3ncnc(N)c3[nH]2)CC1	-4	-7
O=C(CSCc1nc2ccccc2c(=O)n1-c1ccccc1Cl)Nc1ccccc1	-5	11
CC1(C(=O)O)C2CCC(O2)C1(C)C(=O)O (stereo not given)	17	.
COc1cc(Br)cc(CN2CCN(Cc3ccccc3)CC2)c1O	-7	9
COc1ccc2c(c1)C1(CCN(C(=O)NCCC(C)C)C1)C(=O)N2 (stereo not given)	-3	1
COc1ccc2c(c1)C1(CCN(C(=O)c3cccc(C)c3)C1)C(=O)N2 (stereo not given)	-2	5
O=C1OC(c2ccc(Br)cc2)=N/C1=C\N1CC2CC(C1)c1cccc(=O)n1C2 (stereo not given)	-5	29
COc1ccc(N=C(C)c2c(O)[nH]c(=O)[nH]c2=O)cc1	-1	-4
CC(NC(C)(C)C)C(=O)c1cccc(Cl)c1 (stereo not given)	-6	.
COc1ccc(CN2CCN(c3ccc(F)cc3)CC2)c(OC)c1	-6	28
Fc1ccccc1C1NCCC2NC=NC21 (stereo not given)	.	-2
COc1ccc(CN2CCN(c3ccccc3F)CC2)cc1OC	-5	-3
COc1ccc(CCN(C)Cc2ccncc2)cc1OC	4	4
CCCn1cc(C(=O)NCCN2CCCC2)c2cccnc21	-1	-1
CN1CCC(O)(c2ccccc2)C(C(=O)c2ccccc2)C1 (stereo not given)	-2	-5
CCOc1cc(/C=C/[N+](=O)[O-])cc(Br)c1O	-15	78*
OC12CCCCC1C(c1ccccc1)NCC2 (stereo not given)	-3	-6
Ic1ccc2c(c1)C1C=CCC1C(c1cccnc1)N2 (stereo not given)	-3	97*
CC12CCCCC1CCC1C2CCC2(C)C(O)C(=Cc3ccccc3Cl)CC12 (stereo not given)	4	2
O=C1NC(=O)C2(C(=O)N1)C(c1cccs1)NC(=O)NC2c1cccs1 (stereo not given)	6	1
COc1ccc(CCNCc2ccccc2C(F)(F)F)cc1OC	0	0
CCc1ccccc1NC(=O)C(Cl)(Cl)Cl	-5	-6
O=C1/C(=C/c2c(Cl)cccc2Cl)N2CCC1CC2	16	-9

Already shown: entries from further up.
SMILES	Pf apPOL inh	mHTT CaM bind
NCCCP(=O)(O)O	6	.
Nc1c2c(nc3sc4c(c13)CCCC4)CCCC2	-3	13
Cc1n[nH]c([N+](=O)[O-])c1[N+](=O)[O-]	.	-11
CN(C)c1cc[n+](OC(=O)N2CCCCC2)cc1	-21	-3
CC(=O)c1ccc(OC(=O)N(C)C)cc1	-16	-7
O=[N+]([O-])c1cc(F)c(N2CCCC2)cc1Br	-4	16
CC(C)N1CCN(c2nc3ncnc(N)c3[nH]2)CC1	-4	-7
O=C(CSCc1nc2ccccc2c(=O)n1-c1ccccc1Cl)Nc1ccccc1	-5	11
CC1(C(=O)O)C2CCC(O2)C1(C)C(=O)O (stereo not given)	17	.
COc1cc(Br)cc(CN2CCN(Cc3ccccc3)CC2)c1O	-7	9
COc1ccc2c(c1)C1(CCN(C(=O)NCCC(C)C)C1)C(=O)N2 (stereo not given)	-3	1
COc1ccc2c(c1)C1(CCN(C(=O)c3cccc(C)c3)C1)C(=O)N2 (stereo not given)	-2	5
O=C1OC(c2ccc(Br)cc2)=N/C1=C\N1CC2CC(C1)c1cccc(=O)n1C2 (stereo not given)	-5	29
COc1ccc(N=C(C)c2c(O)[nH]c(=O)[nH]c2=O)cc1	-1	-4
CC(NC(C)(C)C)C(=O)c1cccc(Cl)c1 (stereo not given)	-6	.
COc1ccc(CN2CCN(c3ccc(F)cc3)CC2)c(OC)c1	-6	28
Fc1ccccc1C1NCCC2NC=NC21 (stereo not given)	.	-2
COc1ccc(CN2CCN(c3ccccc3F)CC2)cc1OC	-5	-3
COc1ccc(CCN(C)Cc2ccncc2)cc1OC	4	4
CCCn1cc(C(=O)NCCN2CCCC2)c2cccnc21	-1	-1
CN1CCC(O)(c2ccccc2)C(C(=O)c2ccccc2)C1 (stereo not given)	-2	-5
CCOc1cc(/C=C/[N+](=O)[O-])cc(Br)c1O	-15	78*
OC12CCCCC1C(c1ccccc1)NCC2 (stereo not given)	-3	-6
Ic1ccc2c(c1)C1C=CCC1C(c1cccnc1)N2 (stereo not given)	-3	97*
CC12CCCCC1CCC1C2CCC2(C)C(O)C(=Cc3ccccc3Cl)CC12 (stereo not given)	4	2
O=C1NC(=O)C2(C(=O)N1)C(c1cccs1)NC(=O)NC2c1cccs1 (stereo not given)	6	1

Next entries.
SMILES	Pf apPOL inh	mHTT CaM bind
Nc1ccc(Cl)cc1C(=O)c1ccccc1	-7	20
CCC1CCC(NCCc2cccc(F)c2)CC1 (stereo not given)	6	-12
Fc1ccccc1C1C=C(c2cccnc2)Nc2nnnn21 (stereo not given)	-11	0
CC(C)Oc1cccnc1N(C)C1CCN(Cc2ccccc2)CC1	2	.
CCc1cc2c(cc1-c1csc(-c3snnc3C)n1)C(C)(C)CCC2(C)C	7	.
NC1=NC(c2cccnc2)n2c(nc3ccccc32)N1 (stereo not given)	-1	.
CN(C)C(=O)Oc1ccc2nnc3ccnn3c2c1	-5	.
CC1CN(C2CCN(C)CC2)CC(C)O1 (stereo not given)	1	0
COC(=O)C(O)(c1ccccc1)C1CCC1 (stereo not given)	.	-6
COc1ccccc1N1CCN(Cc2ccc(Br)s2)CC1	-2	2
CC(C(=O)Nc1ccc(Cl)cc1C(=O)c1ccccc1)N1CCOCC1 (stereo not given)	-3	1
COCCCNC(=O)N1CCC2(C1)C(=O)Nc1ccc(OC)cc12 (stereo not given)	-3	1
COc1ccc(CCN(C)Cc2cc(OC)c(O)c([N+](=O)[O-])c2)cc1OC	4	-4
Fc1cccc(CCNCc2ccccn2)c1	-3	9
Nc1cc2nc3ccccc3nc2cc1N	.	19
CN1CCC(NC2C3CC4CC(C3)CC2C4)CC1 (stereo not given)	1	1
COc1ccc(C2c3c(nc(C)[nH]c3=O)Oc3c2c(=O)oc2ccccc32)cc1 (stereo not given)	-1	.
CCC(=O)N1N=C2C3CCN(CC3)C2C1c1ccc(OC)cc1 (stereo not given)	-12	-8
O=C(NCCCNc1ccc([N+](=O)[O-])c2cccnc12)c1cc(F)c(F)cc1Cl	-12	20
Cc1cc(N2CCN(C)CC2)c2[nH]c3ccccc3c2c1	12	79*
Cc1nc(C(=O)Nc2cccc(OC(F)(F)F)c2)c(C)n1C1CCN(C)CC1	-3	30
O=[N+]([O-])c1cc2nonc2c2n[nH]nc12	.	10
CCN1CCN(Cc2cccc(Cl)c2)CC1	-2	1
Nc1cnn(-c2ccccc2)c(=O)c1Cl	24	-2
Cc1cc(CN2CCCC2c2cccnc2)n[nH]1 (stereo not given)	-3	10
(cont.)
SMILES	Pf apPOL inh	mHTT CaM bind
COc1ccc2c(c1)C1(CCN(C(=O)c3ccc(Cl)cc3)C1)C(=O)N2 (stereo not given)	-6	8
COc1cccc(Oc2c(C)oc3cc(OC(=O)N(C)C)ccc3c2=O)c1	4	4
O=[N+]([O-])c1cccc(CN2CC=C(c3ccc(F)cc3)CC2)c1	4	9
CN1CCN(c2ccc([N+](=O)[O-])c(N3CCOCC3)c2)CC1	-6	4
CCCCNC(=S)N1CC2CC(C1)c1cccc(=O)n1C2 (stereo not given)	-6	-7
Cc1ccc(C2NCCC3(O)CCCCC23)cc1 (stereo not given)	-9	-6
N#Cc1c2c(c(NCCO)n3c1nc1ccccc13)CCCC2	2	0
Cc1ccc(-c2c(C(=O)O)nnn2Cc2cccc(F)c2)cc1	0	5
Cc1cccc(N2CCN(Cc3cccc(Cl)c3)CC2)c1C	-6	-16
O=C(C1CC(c2ccccc2F)=NO1)N1CCC2(CC1)OCCO2 (stereo not given)	-2	-11
CC(=O)N1N=C2C3CCN(CC3)C2C1c1cccc(F)c1 (stereo not given)	1	-2
COc1ccc(CCNC(=O)CN2C(=O)C(C)N=C(c3ccccc3)c3ccccc32)cc1OC (stereo not given)	-27	12
Cc1c(C(=O)N2CCC3(CC2)OCCO3)oc2ccc(S(=O)(=O)N(C)C3CCCCC3)cc12	-2	-1
Cc1nc(-c2ccccc2)nc2c1CC(=O)N2CCN1CCOCC1	-1	13
O=[N+]([O-])c1ccccc1CN1CCN(c2ccccc2Cl)CC1	-1	-13
O=[N+]([O-])c1ccc(N2CCNCC2)cc1N1CCCCC1	-2	8
O=C(c1ccccc1)c1cc(Cl)ccc1NC(=O)C1CCCCC1	-9	-11
Nc1nnc(N)n1N	-6	3
Cc1cccc(-n2c(Cc3cccc([N+](=O)[O-])c3)nc3ccccc3c2=O)c1	-6	-1
CN1CCN(Cc2ccc(F)c(Br)c2)CC1	-1	-2
Nc1c([N+](=O)[O-])cc2[nH]c(=O)[nH]c2c1[N+](=O)[O-]	.	0
Cc1ccc(C2Oc3ccccc3C3CN(C)OC32[N+](=O)[O-])cc1 (stereo not given)	.	18
O=c1cccc2n1CC1CC2CN(Cc2cccc(Br)c2)C1 (stereo not given)	-16	10
CCOC(=O)[C@]12Cc3cc(C)ccc3[C@H]1N(CCC(=O)OC)C(=O)c1cc(OC)ccc12	0	13
Cc1cc(OC(NC(=O)c2ccccc2)C(Cl)(Cl)Cl)nc(C(C)C)n1 (stereo not given)	-6	-1
More results follow:
SMILES	Pf apPOL inh	mHTT CaM bind
NC(=O)C1CCN(C2(n3nnc4ccccc43)CCCCC2)CC1	1	2
COc1cccc(CCNCc2ccccc2[N+](=O)[O-])c1	4	0
Fc1ccc(CN2CCN(c3ccccc3)CC2)c(F)c1	1	5
CN1C2CCC1CC(OC(=O)C1CCC(C(=O)OC3CC4CCC(C3)N4C)(c3ccccc3)c3ccccc31)C2 (stereo not given)	-9	.
CC12CCC3(CC1CCC1C2CCC2(C)C1CCC2(C)O)OCCO3 (stereo not given)	-5	.
CN1CCN(Cc2ccc(N(C)C)cc2)CC1	-6	11
CCOc1ccccc1N1CCN(Cc2cccc(C)c2)CC1	-1	-4
CC12CCC3C(CCC4CC(O)CCC43C)C1CC(=Cc1cccc(Cl)c1Cl)C2=O (stereo not given)	-3	7
Cc1ccc(NC(=O)CN2C(=O)C(C)N=C(c3ccccc3)c3ccccc32)cc1Cl (stereo not given)	-21	52*
O=C(c1cc(S(=O)(=O)N2CCCCC2)ccc1F)N1CCC2(CC1)OCCO2	-3	1
CCOc1ccc(C(=O)N2CCC3(C2)C(=O)Nc2ccc(OC)cc23)cc1 (stereo not given)	-4	3
O=C1NCCCC12CCCNC2=O	.	-9
Nc1c(S(=O)(=O)F)cc(Br)c2c1C(=O)c1ccccc1C2=O	48	40
OC(c1ccccc1)(c1ccccc1)[C@@H]1CCCN1	.	-7
Clc1ccc(-c2ccc(Cl)cc2)cc1	-4	.
CCNCCNc1ccc([N+](=O)[O-])c2cccnc12	-4	6
Cc1ccc2c(CN3CC4CC(C3)c3cccc(=O)n3C4)cc(=O)oc2c1C (stereo not given)	19	3
COc1ccc2c(c1)C1(CCN(C(=O)Cc3ccc(C)cc3)C1)C(=O)N2 (stereo not given)	-6	5
COC1CCCCC1NCCc1cccc(Cl)c1 (stereo not given)	6	2
O=[N+]([O-])c1cc(C(F)(F)F)ccc1NCCNc1ccc([N+](=O)[O-])c2cccnc12	8	9
CCOc1ccccc1CN1CCN(CC)CC1	-2	-4
Brc1cccc(C2C=C(c3cccnc3)Nc3ncnn32)c1 (stereo not given)	-6	5

Screening results (PubChem BioAssay)
